# Tat transport = E. coli Tat export inhibitors, primary screen, MC4100, TorA-mCherry reporter, fluorescence, single point | hit rate 0.036% among 340,000 | inhibition, % at 10 µM | AID 488895, 2010;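 active = mean replicate inhibition at least 50% and at least half of replicates individually reaching 50%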;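 also: exported cargo escapes ClpAP degradation while cytoplasmic cargo is degraded and loses fluorescence; 0% = median of neutral control wells and 100% = median of NaSCN control wells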
# AddAB inh = growth inhibition of E. coli expressing H. pylori AddAB, primary screen, AddAB inhibitor project, absorbance. hit rate 0.29% among 330,000. inhibition, % at 11.9 µM; in the data active = inhibition above about 12%;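 also: 0% = vehicle wells of infected cells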
# OPRM1-OPRD1 inv = inverse agonists of MOR-DOR heterodimerization, primary screen, cell-based, luminescence | Mu-type opioid receptor (Homo sapiens) + Delta-type opioid receptor (Homo sapiens), … | cell-based MOR-DOR heterodimer luminescence, inverse agonism | inhibition, % at 9.3 µM | hit rate 0.21% among 340,000; in the data active = inhibition above about 22%, passing the limit was not always enough;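 also: 0% = cells with DMSO and 100% = wells without cells with DMSO; values of inactives mirror those of a sister screen read the other way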
# Target sequence (P35372 whole entry, looked up): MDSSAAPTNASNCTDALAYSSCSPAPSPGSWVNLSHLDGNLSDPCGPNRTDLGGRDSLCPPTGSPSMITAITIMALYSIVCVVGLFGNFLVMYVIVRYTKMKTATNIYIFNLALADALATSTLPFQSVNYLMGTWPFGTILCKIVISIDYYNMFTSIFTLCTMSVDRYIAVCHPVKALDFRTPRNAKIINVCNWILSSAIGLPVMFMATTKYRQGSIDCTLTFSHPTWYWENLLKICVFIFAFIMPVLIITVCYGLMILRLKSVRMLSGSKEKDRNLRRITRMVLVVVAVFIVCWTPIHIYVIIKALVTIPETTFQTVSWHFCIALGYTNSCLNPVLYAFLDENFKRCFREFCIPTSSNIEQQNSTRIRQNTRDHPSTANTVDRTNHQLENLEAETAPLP
# Target sequence (P41143 whole entry, looked up): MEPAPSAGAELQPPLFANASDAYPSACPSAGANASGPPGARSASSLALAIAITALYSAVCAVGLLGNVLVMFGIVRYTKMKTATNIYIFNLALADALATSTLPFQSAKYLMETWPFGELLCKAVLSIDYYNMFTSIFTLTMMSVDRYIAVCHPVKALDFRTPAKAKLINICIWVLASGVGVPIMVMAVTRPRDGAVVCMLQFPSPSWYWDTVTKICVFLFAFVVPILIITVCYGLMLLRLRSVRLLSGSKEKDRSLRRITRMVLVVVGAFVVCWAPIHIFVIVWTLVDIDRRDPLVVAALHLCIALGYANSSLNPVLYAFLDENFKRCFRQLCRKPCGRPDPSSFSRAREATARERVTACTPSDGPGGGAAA
# Ecoli viability = E. coli V3065 growth inhibition, primary screen, counter-screen for AddAB inhibitor project, absorbance, OD600; AID 449728, 2010; hit rate 0.27% among 330,000; inhibition, % at 11.9 µM; 18 h;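 active = inhibition above the campaign's mean inhibition across all tested compounds plus 3 SD, cut at about 9.9% in these data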;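 also: uninfected addAB+ strain grown without phage in ampicillin broth; 0% = DMSO wells and 100% = ciprofloxacin 0.95 µg/ml wells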
# PKA-R1A act = activators of PKA-R1A holoenzyme, primary screen, biochemical, fluorescence polarization, Cy5-IP20, bovine R1A, mouse PKAc. PKA-R1A dissociation; scaled: DMSO 0%, 113 µM cGMP 100%. hit rate 0.083% among 340,000. activation, % at 11.4 µM;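 active = percent activation above the mean of all tested compounds plus 3 SD, cut at about 19% in these data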;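 also: higher means more PKAc released from R1A so a rise in polarization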
# OPRM1-OPRD1 ag = agonists of OPRM1-OPRD1 heterodimerization, primary screen, cell-based, luminescence; Mu-type opioid receptor (Homo sapiens) + Delta-type opioid receptor (Homo sapiens), …; cells; activation, % at 9.3 µM; hit rate 0.3% among 340,000; AID 504326, 2011; in the data active = activation above about 18%;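 also: 0% = vehicle-treated cells and 100% = reference agonist; values of inactives mirror those of a sister screen read the other way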
# HTR5A inv ag = HTR5A inverse agonists in luminescence cell assay, primary screen, counter-screen for OPRM1-OPRD1 heterodimer inverse agonist project, full-deck HTS; hit rate 0.083% among 340,000; inhibition, % at 9.3 µM; HTR5A cell line, inverse agonism; 5-hydroxytryptamine receptor 5A (Homo sapiens), P47898; in the data active = inhibition mostly above about 23%, no sharp cut-off; inactive = mostly below about 18%;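 also: 0% = cells with DMSO and 100% = no-cell wells with DMSO; some compounds called inactive have numbers as strong as hits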
# PKA-R2B act = activators of PKA-R2B holoenzyme, primary screen, biochemical, fluorescence polarization, Cy5-IP20, human | cAMP-dependent protein kinase catalytic subunit beta (Homo sapiens) + cAMP-dependent … | PKA-R2B holoenzyme dissociation; R2B truncated from residue 108, S112A mutant; 0% DMSO only, 100% 113 µM cGMP | activation, % at 11.4 µM | hit rate 0.079% among 340,000;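 active = activation above a cutoff set at the mean over all compounds plus 3 SD, cut at about 18% in these data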;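 also: higher means more holoenzyme dissociation and a rise in polarization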
# PfHsp90 yeast 2 = growth inhibition of PfHsp90-expressing yeast, primary screen, antimalarial PfHsp90 inhibitor project, S. cerevisiae, BacTiter-Glo luminescence, single point, set 2; inhibition, % at 9.4 µM; hit rate 0.32% among 310,000; BacTiter-Glo ATP, 48 h; yeast lacking PDR1 and PDR3 efflux regulators; AID 504621, 2011;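 active = every replicate shows inhibition above about 80%, whatever the replicate mean, limit read from the data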;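 also: 0% = DMSO neutral controls and 100% = 20 µM radicicol positive controls; yeast relying on Plasmodium falciparum Hsp90 in place of its own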
# SUMO Mot1 rescue = yeast Mot1-301 growth rescue at high temperature, primary screen, SUMOylation pathway inhibitor project, S. cerevisiae, ATP luminescence, 38.5C; S. cerevisiae Mot1-301 growth rescue; percent above DMSO median, 100 means doubled; growth rescue, % at 18.8 µM; hit rate 1% among 320,000;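 active = every valid replicate shows activation above 250% relative to neutral control wells; inactive = the rest, any valid replicate at or below 250%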;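 also: OY570 slx delta 5 strain wells were the positive control but not used for scaling; some compounds called inactive have numbers as strong as hits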
# phage Ecoli inh = growth loss of phage-infected E. coli, primary screen, RecBCD inhibitor project, absorbance, with phage, HTS | inhibition, % at 11.9 µM | hit rate 0.26% among 360,000; in the data active = inhibition above about 11%
# * marks the source's active call; other numbers are inactive results; i = inactive; . = not tested or not shown.
1: C=CCn1c(-c2csc3c2CCC(C)C3)n[nH]c1=S (centres undefined)
2: Cn1c(=O)n(C)c2cc(/C=N/NC(=O)c3ccc(Cl)cc3Cl)ccc21
3: CSCC[C@H](NC(=O)OC(C)(C)C)C(=O)N/N=C/c1cc2ccc(C)cc2nc1Cl
4: COc1ccccc1OCCCCN1CCCCC1
5: CC(C)(C)NCCOc1ccc2ccccc2c1
6: CC1=NN(c2ccccc2)C(=O)/C1=C/c1cccs1
7: O=C(COc1ncnc2sccc12)Nc1cccc(S(=O)(=O)N2CCCC2)c1
8: Cc1cc(C)nc(NS(=O)(=O)c2ccc(NC(=O)c3cc4c(=O)n5cccc(C)c5nc4n3C)cc2)n1
9: Cc1ccc(NC(N)=S)cc1C
10: Cc1c(C(=O)OCC(=O)NCc2ccco2)oc2ccccc12

assay / compound	1	2	3	4	5	6	7	8	9	10
Tat transport	-7	-5	-1	-1	-3	-9	1	-2	-2	-11
AddAB inh	3.4	3.0	4.0	2.8	-1.9	2.1	2.3	0.0	2.2	1.6
OPRM1-OPRD1 inv	-19	18	8	10	10	-1	9	10	3	15
Ecoli viability	1.8	2.4	-1.0	-0.9	0.0	2.7	-1.6	-1.9	-0.7	-0.7
PKA-R1A act	-4	-12	12	-9	-9	-10	2	-2	-5	-6
OPRM1-OPRD1 ag	3.6	-2.9	-1.7	-2.0	-2.2	0.3	-1.7	-2.0	-0.6	-3.7
HTR5A inv ag	-30	-16	-13	-21	4	-13	-28	9	-19	-13
PKA-R2B act	-22	-2	2	-11	-7	-1	-2	5	0	6
PfHsp90 yeast 2	-10	6	3	4	-18	24	-18	-23	-5	-9
SUMO Mot1 rescue	4	15	7	-6	7	7	-17	3	0	0
phage Ecoli inh	-0.7	2.5	0.2	4.1	3.7	2.2	2.3	.	-1.9	0.2

11: CC(C(=O)OCC(=O)N1CCCCC1)N1C(=O)c2ccccc2C1=O (centres undefined)
12: Cc1ccc(NC(=O)CCC(=O)OCC(=O)c2ccc(Oc3ccc([N+](=O)[O-])cc3)cc2)cc1C
13: COc1ccccc1N(C)S(=O)(=O)c1ccc(C(=O)OCC(=O)N(C)c2ccccc2)cc1
14: COC(=O)c1ccccc1NC(=O)c1ccc(COc2cc(C)cc(C)c2)o1
15: O=C(CN1C(=O)C(=O)N(C2CCCC2)C1=O)Nc1ccc([N+](=O)[O-])cc1
16: C[C@H](CO)N1C[C@H](C)[C@@H](CN(C)C(=O)Nc2ccc(C(F)(F)F)cc2)Oc2ccc(NC(=O)Cc3ccccc3)cc2C1=O
17: C/C(=C/c1oc2ccc(O)cc2c1[N+](=O)[O-])N(C)C
18: COc1ccc(N(CC(=O)N/N=C(\C)c2ccccc2)S(=O)(=O)c2ccccc2)cc1
19: Cc1ccc(NS(=O)(=O)c2cccc3cccnc23)c(Cl)c1
20: O=C(NCc1c(Cl)cccc1Cl)c1ccc2nnsc2c1

assay / compound	11	12	13	14	15	16	17	18	19	20
Tat transport	6	-3	2	1	3	7	-6	-1	5	-6
AddAB inh	2.4	-0.8	4.9	1.4	.	2.2	1.4	-2.5	0.8	0.6
OPRM1-OPRD1 inv	15	11	0	1	10	4	22	5	-13	15
Ecoli viability	-0.4	-1.1	1.7	-0.6	.	1.1	1.0	-1.8	-1.2	-1.0
PKA-R1A act	-4	2	2	-1	-6	3	-1	-3	1	-7
OPRM1-OPRD1 ag	-3.8	-2.2	0.0	-0.1	-2.1	-0.6	-3.5	-1.2	2.8	-3.0
HTR5A inv ag	15	-10	14	-23	7	-30	9	7	-7	-8
PKA-R2B act	0	-1	-4	4	-1	8	0	0	7	-4
PfHsp90 yeast 2	-27	.	-8	-16	-26	8	60	3	-2	2
SUMO Mot1 rescue	-19	37	-3	11	.	-7	-20	-6	95	-13
phage Ecoli inh	-1.3	2.8	4.8	3.0	3.4	2.5	2.5	1.5	0.6	3.6

21: Cc1ccc(NC(=O)CSc2ccc(-c3ccco3)nn2)c(C)c1
22: Cc1cc2occ(CC(=O)OCC(=O)Nc3sc4c(c3C#N)CCC(C)C4)c2cc1C (centres undefined)
23: CC(=O)c1cccc(NC(=O)NN2CCN(C)CC2)c1
24: Cc1c(Cl)cccc1NC(=S)NCC(c1cccnc1)N(C)C (centres undefined)
25: CCOc1ccc(OCc2ccc(C(=O)N3CCc4ccccc4C3)o2)cc1
26: O=C1c2ccccc2C2=Nc3ccccc3SC(c3ccc(Cl)cc3)C12 (centres undefined)
27: CC(=O)c1cccc(NC(=O)/C=C/c2ccc(S(=O)(=O)N3CCOCC3)cc2)c1
28: CNc1nc(SCC(=O)Nc2ccc(Cl)c(Cl)c2)nc(N2CCOCC2)n1
29: CN(C(=O)COC(=O)c1cc2ccccc2cc1O)c1ccccc1
30: COc1cc(-c2cc(C(=O)N3CCCCCC3)c3ccccc3n2)cc(OC)c1OC

assay / compound	21	22	23	24	25	26	27	28	29	30
Tat transport	-1	-6	-9	1	7	-57	1	0	13	-2
AddAB inh	0.2	3.2	-1.0	1.3	1.1	25*	1.7	-0.8	0.0	.
OPRM1-OPRD1 inv	13	-10	9	i	-12	-24	0	-6	9	4
Ecoli viability	-1.0	0.5	0.8	1.8	-0.2	36*	0.5	-0.8	0.0	.
PKA-R1A act	-4	13	3	0	-10	-10	-3	-2	-20	-10
OPRM1-OPRD1 ag	-2.6	1.9	-1.7	474*	2.1	4.6	-0.1	1.1	-2.5	-0.6
HTR5A inv ag	14	4	2	-13	16	12	-3	-32	-12	-7
PKA-R2B act	6	-11	10	-5	-11	2	-6	3	2	-2
PfHsp90 yeast 2	.	-7	-9	29	-13	22	-6	2	23	10
SUMO Mot1 rescue	-3	16	-5	1	-2	-10	6	0	30	.
phage Ecoli inh	4.0	4.1	0.7	2.6	1.5	22*	1.8	1.9	3.8	0.3

31: CCOC(=O)C1=C(N)Oc2cc(C)oc(=O)c2C1c1cccnc1 (centres undefined)
32: CC(C)(C)NS(=O)(=O)c1cnc(Cl)c(Cl)c1
33: COc1cc(S(=O)(=O)N(Cc2ccc(C)cc2)C2CCCCC2)ccc1-n1cnnn1
34: CCCCN(C)S(=O)(=O)c1ccc(C(=O)Nc2nnc(-c3ccco3)o2)cc1
35: CCOCCCNC(=O)c1ccccc1SC
36: CC(C)c1cc(NCCCN2CCOCC2)n2c(nc3ccccc32)c1C#N
37: CCOc1ccc(CCNC(=O)CN2CCN(Cc3ccccc3C)C2=O)cc1OCC
38: CC(C)(C)CC(=O)NCCCCCCNC(=O)CC(C)(C)C
39: Cc1noc(C)c1CCC(=O)NC1CCCN(Cc2ccc(CC(C)C)cc2)C1 (centres undefined)
40: COc1cccc(C(=O)c2c(C)c(CCC#N)n3ccccc23)c1OC

assay / compound	31	32	33	34	35	36	37	38	39	40
Tat transport	14	1	3	4	-2	1	-12	11	6	-1
AddAB inh	0.6	-0.3	-3.7	-4.5	2.2	-0.1	0.9	0.1	0.5	0.7
OPRM1-OPRD1 inv	10	-5	2	0	14	12	13	3	-6	9
Ecoli viability	-1.8	1.1	-2.7	-5.6	-2.5	-1.4	-2.0	-3.6	-0.5	3.7
PKA-R1A act	-4	-6	-11	-12	1	-4	2	-3	14	-7
OPRM1-OPRD1 ag	-1.9	1.0	-0.3	0.0	-3.0	-2.8	-2.6	-0.5	1.2	-1.8
HTR5A inv ag	1	25	3	13	-3	-3	-7	-5	-3	3
PKA-R2B act	0	-5	-4	-1	-1	-7	1	-12	14	-1
PfHsp90 yeast 2	0	12	7	-23	.	3	.	8	-47	-16
SUMO Mot1 rescue	.	-9	-4	11	-12	3	-5	-2	-10	-12
phage Ecoli inh	3.0	2.2	.	-2.8	3.2	2.7	-0.9	3.7	0.6	4.6

# Among those listed so far, two have two or more sulfur atoms:
1: C=CCn1c(-c2csc3c2CCC(C)C3)n[nH]c1=S (centres undefined)
7: O=C(COc1ncnc2sccc12)Nc1cccc(S(=O)(=O)N2CCCC2)c1

assay / compound	1	7
Tat transport	-7	1
AddAB inh	3.4	2.3
OPRM1-OPRD1 inv	-19	9
Ecoli viability	1.8	-1.6
PKA-R1A act	-4	2
OPRM1-OPRD1 ag	3.6	-1.7
HTR5A inv ag	-30	-28
PKA-R2B act	-22	-2
PfHsp90 yeast 2	-10	-18
SUMO Mot1 rescue	4	-17
phage Ecoli inh	-0.7	2.3

# (list continues)
41: CN(CC(=O)Nc1ccc(Cl)c(C(F)(F)F)c1)C(=O)/C=C/c1ccco1
42: CC(=O)Nc1ccc(/C(N=Nc2ccccc2)=N/N=C(N)N)cc1
43: CSCCC(NS(=O)(=O)c1ccc2c(c1)OCCO2)C(=O)N(C)Cc1ccc(F)cc1 (centres undefined)
44: CCC(=O)OC1(C(=O)CCl)[C@@H](C)C[C@H]2[C@@H]3CCC4=CC(=O)C=C[C@]4(C)[C@@]3(F)[C@@H](O)C[C@@]21C (some centres undefined)
45: Cc1cccc(N(CC(=O)NCCSc2ccccn2)S(=O)(=O)c2ccccc2)c1
46: CCOC(=O)c1[nH]c(C)c(/C(O)=C2\C(=O)C(=O)N(CCN(C)C)C2c2ccc(C)o2)c1C (centres undefined)
47: CC(C)C[C@H](NC(=O)NCc1ccccc1Cl)C(=O)O
48: O=C(c1cc(-c2cccc(Cl)c2)on1)N1CCN(c2ccc(F)cc2)CC1
49: O=C(COc1ccc(Br)cc1Cl)NC(=O)NCc1ccccc1
50: COc1ccccc1CNC(=O)C(Cc1c[nH]c2ccccc12)NC(=O)OCc1ccccc1 (centres undefined)

assay / compound	41	42	43	44	45	46	47	48	49	50
Tat transport	-6	-7	6	8	2	9	-8	-4	-6	3
AddAB inh	2.3	.	-1.4	-1.1	1.5	1.5	2.3	1.0	4.7	-0.2
OPRM1-OPRD1 inv	-24	-65	0	-24	11	7	8	0	-22	-19
Ecoli viability	1.4	.	-1.5	-2.6	1.0	1.7	1.1	-0.4	-1.2	-2.6
PKA-R1A act	3	-4	-6	-7	-5	7	3	-4	-9	2
OPRM1-OPRD1 ag	4.7	15	-0.1	4.3	-2.1	-1.3	-1.5	0.0	4.7	3.6
HTR5A inv ag	-19	1	-5	-22	-17	-13	-29	-6	-4	9
PKA-R2B act	2	-1	-3	-11	-4	-1	-6	6	-10	-9
PfHsp90 yeast 2	0	-16	4	10	13	-16	3	-14	-26	1
SUMO Mot1 rescue	13	.	-22	10	-12	-10	-1	-9	-23	-4
phage Ecoli inh	1.9	2.1	3.1	3.5	1.0	1.5	-1.0	1.1	2.9	3.5

# Compound activity as filed in PubChem.
